# Kir21 block: inhibitors of mouse Kir2.1 inward-rectifier potassium channel | Inward rectifier potassium channel 2 (Mus musculus), P35561 | AID 1672, 2009 | B-score at 10 µM | 0.85% of 310,000 active | HEK293-Kir2.1, FluxOR thallium flux fluorescence; active compounds read low;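 active = fluorescence ratio B-score at or below minus 3 SD of library scores, with starting-brightness B-score within 2 SD, cut at about -4.2 in these data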;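 also: channel flux triggered by added potassium and thallium sulfate stimulus; B-score of peak minus minimum fluorescence over baseline after thallium stimulus; more negative B-score means stronger Kir2.1 block with less thallium influx; some compounds called inactive have numbers as strong as hits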
# Target sequence (P35561 whole entry, looked up): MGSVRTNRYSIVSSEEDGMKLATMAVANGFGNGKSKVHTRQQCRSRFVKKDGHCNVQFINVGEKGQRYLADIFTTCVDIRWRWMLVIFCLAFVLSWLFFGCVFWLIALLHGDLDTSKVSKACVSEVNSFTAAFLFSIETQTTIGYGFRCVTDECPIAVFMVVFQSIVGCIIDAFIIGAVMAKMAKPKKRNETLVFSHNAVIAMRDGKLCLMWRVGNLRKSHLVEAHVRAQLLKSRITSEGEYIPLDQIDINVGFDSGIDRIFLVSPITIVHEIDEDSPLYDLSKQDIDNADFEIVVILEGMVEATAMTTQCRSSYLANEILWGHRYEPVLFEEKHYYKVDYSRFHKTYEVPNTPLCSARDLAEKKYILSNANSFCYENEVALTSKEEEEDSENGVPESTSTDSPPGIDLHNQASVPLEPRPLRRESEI
# CHT inh: inhibitors of human choline transporter CHT; High affinity choline transporter 1 (Homo sapiens), Q9GZV3; CHT-expressing cells, membrane potential dye, choline response; active compounds read low; B-score at 10 µM; 0.86% of 310,000 active; AID 488975, 2010;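 active = B-score over 3 SD under the library average, and starting fluorescence ratio not unusually high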;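 also: choline stimulus applied at its EC90 after an EC20 pre-addition; B-score computed on integrated fluorescence ratio after choline addition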
# Target sequence (Q9GZV3 whole entry, looked up): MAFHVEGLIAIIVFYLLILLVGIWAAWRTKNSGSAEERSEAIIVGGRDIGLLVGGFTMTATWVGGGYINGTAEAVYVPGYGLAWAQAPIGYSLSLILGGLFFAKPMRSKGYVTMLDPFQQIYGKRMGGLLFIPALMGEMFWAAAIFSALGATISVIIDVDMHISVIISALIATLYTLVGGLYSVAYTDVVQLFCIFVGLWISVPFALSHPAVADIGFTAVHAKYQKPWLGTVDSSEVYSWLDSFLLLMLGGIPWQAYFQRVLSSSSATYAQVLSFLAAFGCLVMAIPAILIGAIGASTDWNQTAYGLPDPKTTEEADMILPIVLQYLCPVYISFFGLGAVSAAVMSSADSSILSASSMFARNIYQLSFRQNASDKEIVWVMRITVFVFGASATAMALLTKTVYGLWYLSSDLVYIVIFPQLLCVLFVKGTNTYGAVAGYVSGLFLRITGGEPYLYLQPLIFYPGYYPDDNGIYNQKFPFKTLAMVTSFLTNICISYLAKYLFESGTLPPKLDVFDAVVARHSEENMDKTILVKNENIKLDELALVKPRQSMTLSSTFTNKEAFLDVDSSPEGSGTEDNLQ
# The depositor's hits bear a star; i = inactive; / = no result given.
CHT inh	Kir21 block	smiles
i	0.16	Clc1nc(Nc2ccccc2)nc(Nc2ccccc2)n1
i	0.4	Cc1ccccc1OCC(=O)NCCS(=O)(=O)N1CCN(c2ccc(F)cc2)CC1
i	-0.01	CC(=O)N1c2ccc(S(=O)(=O)NCCC(=O)NCCc3ccc(C)cc3)cc2CC1C (stereo unspecified)
i	-1.2	Cc1ccc(NC(=O)c2ccc3c(=O)n4c(nc3c2)CCCCC4)cc1F
i	1.8	COCCn1c(C)c(C)c(S(=O)(=O)c2ccccc2)c1N
i	-0.13	COc1ccccc1NC(=O)Cc1csc(N)n1
i	-1.8	Cc1cc(C)nc(NC(=O)c2c(-c3ccccc3Cl)noc2C)c1
i	2.2	CC(=O)NCc1cn2c(C)csc2n1
i	1.1	Cc1cc(C)c(O)c(-c2cc(C(=O)Nc3c(C)n(C)n(-c4ccccc4)c3=O)[nH]n2)c1
i	-2.3	O=C(Cn1c(=O)n(Cc2ccc3c(c2)OCO3)c(=O)c2ccccc21)N1CCCc2ccccc21
i	-0.57	O=C(COC(=O)CCc1c[nH]c(=O)[nH]1)Nc1ccccc1Cl
i	1.2	Cc1onc(-c2ccccc2)c1C(=O)N1CCc2ccccc21
i	0.79	Cc1cc(C(=O)NCc2ccc(S(N)(=O)=O)cc2)cs1
i	-0.76	CCOc1c2ccc(C(=O)NCc3ccco3)cc2nn1CC
i	-1.3	Cc1ccc(NCC(=O)N/N=C/c2cccc(Oc3ccccc3)c2)cc1
i	1	O=S(Cc1ccc(Cl)cc1)c1ncc(CO)n1Cc1ccccc1 (stereo unspecified)
i	0.44	CC(=O)c1c(C)[nH]c(=S)c(C#N)c1-c1ccc(Cl)cc1
i	-0.95	CCOc1ccccc1N=C1SC(CC(=O)Nc2ccc(OC)cc2OC)C(=O)N1CCC1=CCCCC1 (stereo unspecified)
i	0.02	Cc1ccc(C(C)C)c(OCC(=O)NN2C(=O)c3ccccc3C2=O)c1
i	-0.25	C=CCOC(=O)C1=C[C@@H](c2ccc(C(F)(F)F)cc2)[C@H](CCCO)[C@@H](OCC)O1
i	0.53	O=C(O)C1Cn2c(nc3c(c2=O)C2(CCCC2)Cc2ccccc2-3)S1 (stereo unspecified)
i	0.24	CCc1ccccc1Nc1nc(N)nc(CSc2nnnn2C)n1
i	-2.4	O=C(CCS(=O)(=O)c1ccc2c(c1)NC(=O)CO2)NCCc1ccc(Cl)cc1
i	-1.2	CC1(C)C2CC=C(/C=N/NC(=O)c3ccccc3O)C1C2 (stereo unspecified)
i	-0.01	COc1ccc(N(Cc2cc3cc(OC)ccc3[nH]c2=O)C(=O)C2CCCO2)cc1 (stereo unspecified)
i	2.7	CCCN=C(C)C1=C(O)c2ccccc2C1=O
i	-0.39	Cc1cccc2c1CC(C)(C)NC2=C(C#N)C#N
i	-0.86	O=C(CCS(=O)(=O)c1ccccc1)Nc1nc2cc3c(cc2s1)OCO3
i	-0.91	COc1ccc(CCNC(=S)N2CCN(S(=O)(=O)c3ccc(C)cc3)CC2)cc1
i	1.2	CCOC(=O)C1CCCN(c2ncnc3c2cnn3-c2ccc(OC)cc2)C1 (stereo unspecified)
i	-1.4	CN(Cc1ccccc1)c1ncnc2c1cnn2-c1ccccc1
i	-1.7	O=C(Nc1ccc(NC(=O)C2CC2)cn1)c1ccccc1Cl
i	0.57	NNC(=O)CNC(=O)c1ccc(F)cc1
i	0.43	CCC(=Nc1ccc(N)cc1)C1=C(O)C(C(=O)OC)C(C)(C)CC1=O (stereo unspecified)
i	-1	COc1cccc(CN2CCC(C(=O)N3CCN(c4ccccc4F)CC3)CC2)c1
i	-0.83	CCSc1ccccc1C(=O)NCc1ccc(OC)cc1
i	-1	O=C(CCCN1C(=O)c2cccnc2C1=O)Nc1ccc(F)cc1Cl
i	-1.1	Cc1ccc(/C=C/C(=O)Nc2cc(S(=O)(=O)N3CCCCCC3)ccc2OCC(F)(F)F)o1
i	-0.33	CC(C)(C)NC(=O)CSc1nnc(C2CC2)n1-c1ccccc1
i	-0.84	COc1ccc(-n2nnnc2SCC(=O)c2ccc3c(c2)OCCO3)c(OC)c1
i	0.36	Cc1cc(C(=O)O)ccc1-n1c(C)cc(/C=C2\SC(=O)NC2=O)c1C
i	-0.03	O=c1ccccn1CCOc1ccc(Cl)cc1
i	-4.7*	CCn1cc(SCC(=O)NCc2ccc3c(c2)OCO3)c2ccccc21
i	-1.7	C/C(=N\NS(=O)(=O)c1cccc([N+](=O)[O-])c1)c1cccnc1
i	0.03	O=C(Nc1c(Cl)cccc1Cl)c1cc(=O)n(Cc2ccccc2)c(=O)[nH]1
i	-0.41	Cc1ccc(NC(N)=S)cc1
i	-0.76	Cc1cc(C(=O)C(=O)O)c(C)n1-c1ccc(Cl)cc1
i	-1.6	O=C(COC(=O)c1ccco1)NCc1cccs1
i	-1.4	CCOc1ccccc1C(=O)Nc1ccsc1C(=O)OC
i	1.1	COc1ccc(C(=O)NC(=S)NC(C)c2ccccc2)cc1 (stereo unspecified)
i	-1.3	COc1cc(C)c(COc2ncnc3ccccc23)cc1OC
i	0.48	CCOc1ccc2nc(SC(CC)C(=O)Nc3cc(C)on3)sc2c1 (stereo unspecified)
i	0.93	COc1ccc(C2=NN(C3=NN=C(N)Cc4ncnn43)C(O)(C(F)(F)F)C2)cc1 (stereo unspecified)
i	0.07	O=C1N(Cc2cccc(Cl)c2)C[C@@H]2C[C@@H](c3ccco3)N3CCC[C@@]123
i	0.76	COc1ccc(-c2nc(CS(=O)CC(=O)NC3CCCC3)c(C)o2)cc1OC (stereo unspecified)
i	-2.1	CCCCC(=O)Nc1cc(NC(=O)CC)ccc1Cl
i	0	O=C(N/N=C/c1ccccc1C(=O)O)c1ccncc1
i	-0.49	C=CCSc1nc(C)cc(C(=O)OCC)c1C#N
i	0.74	CCCCCCn1c(COc2ccccc2F)nnc1SCC(=O)c1c(N)n(C)c(=O)n(C)c1=O
i	-1.1	CCC(=O)Nc1ccc(C(=O)Nc2cccc(OC)c2)cc1

# Entries of single compounds from above. Order of screens: CHT inh, Kir21 block
# COc1ccc(-c2nc(CS(=O)CC(=O)NC3CCCC3)c(C)o2)cc1OC (stereo unspecified) is listed with i, 0.76
# CCC(=O)Nc1ccc(C(=O)Nc2cccc(OC)c2)cc1 is listed with i, -1.1
# O=c1ccccn1CCOc1ccc(Cl)cc1 is listed with i, -0.03
# O=C(COC(=O)c1ccco1)NCc1cccs1 is listed with i, -1.6

# Arranged by number of heavy atoms (falling): some entries from above
CHT inh	Kir21 block	smiles
i	0.74	CCCCCCn1c(COc2ccccc2F)nnc1SCC(=O)c1c(N)n(C)c(=O)n(C)c1=O
i	0.36	Cc1cc(C(=O)O)ccc1-n1c(C)cc(/C=C2\SC(=O)NC2=O)c1C
i	-1.6	O=C(COC(=O)c1ccco1)NCc1cccs1

# Continuation.
CHT inh	Kir21 block	smiles
i	-2	Cc1c(NS(=O)(=O)CC23CCC(CC2=O)C3(C)C)c(=O)n(-c2ccccc2)n1C (stereo unspecified)
i	1	CCN(CC)CCN(C(=O)CCS(=O)(=O)c1ccccc1)c1nc2cc(C)cc(C)c2s1
i	-0.14	O=C(Nc1ccc(NC(=S)NC(=O)c2ccco2)cc1)c1ccccc1
i	-1.3	CN(C)CCN(Cc1cc2cc3c(cc2[nH]c1=O)OCCO3)C(=S)NCC1CCCO1 (stereo unspecified)
i	-0.46	O=C(O)C1Cc2[nH]cnc2C(c2ccc(F)cc2)N1 (stereo unspecified)
i	-0.25	CCCN1C(=O)c2ccc(C(=O)Nc3ccccc3C(=O)O)cc2C1=O
i	-0.5	CCCNC(=O)Cn1cnc2sc(C(=O)N3CCCC(C(=O)OCC)C3)c(C)c2c1=O (stereo unspecified)
i	-0.15	c1ccc(-c2cc(-c3ccccc3)n3ncnc3n2)cc1
i	-0.54	O=C1c2cccc3cc(Br)cc(c23)C(=O)N1Nc1ccccc1
i	-0.88	Cc1ccc(S(=O)(=O)Oc2ccc(/C=C(/NC(=O)c3ccccc3)C(=O)NCCC(=O)O)cc2)cc1
i	1.3	O=C(NCc1ccc2c(c1)OCO2)c1ccc(S(=O)(=O)N2CCCCC2)cc1
i	-0.02	COc1cccc(-c2c(C(=O)N/N=C/c3ccc(C)o3)nnn2-c2nonc2N)c1
i	-0.52	COC(=O)c1ccc2c(=O)[nH]c(CN3c4ccccc4CC3C)nc2c1 (stereo unspecified)
i	-0.62	CCn1cnc2cc(NC(=O)c3ccco3)ccc21
i	0.59	CCOC(=O)c1sc(NC(=O)CCN2CC(C)OC(C)C2)c(C(=O)OCC)c1C (stereo unspecified)
i	-0.62	Cc1ccc(Oc2ncccc2NC(=O)CC2(CC(=O)O)CCCC2)c2c1CCC2
i	0.68	Cc1ccc(S(=O)(=O)CCC(=O)NCCN2C(=O)S/C(=C/c3ccc(F)cc3)C2=O)cc1
i	-0.91	O=C(Cn1ncc2c3ccccc3n(Cc3ccccc3)c2c1=O)NC1CCCC1
i	-0.72	O=C(Cn1cnc2c(nnn2-c2ccccc2)c1=O)NCC1CCCO1 (stereo unspecified)
i	-0.56	Cc1cc(NC(=O)CCN2CCN(C/C=C/c3ccccc3)CC2)ccc1Br
i	/	CCOC(=O)CCc1c(C)nc2cc(C3CCCN(C(=O)OC(C)(C)C)C3)[nH]n2c1=O (stereo unspecified)
i	0.82	Cc1ccc2c(c1)N(CCC(=O)NCc1cccnc1)C(=O)CO2
i	-2.1	COc1ccc(C)cc1-n1nnnc1SCC1CCCO1 (stereo unspecified)
i	-1.2	Cc1cc(OCCOCCNC(C)C)cc(C)c1Cl
i	-0.27	Cc1cc(SCC(=O)OC(C)C(=O)N(C)c2ccccc2)nc2ccccc12 (stereo unspecified)
i	-0.51	CCC(=O)Nc1ccc(NC(=O)c2cccc3ccccc23)cc1
i	1	Cc1ccc(SCc2c(C(=O)N/N=C/c3ccc4c(c3)OCO4)nnn2-c2nonc2N)cc1
i	0.47	COc1ccc2c(c1)c(-c1csc(N)n1)c(C)n2C
i	-0.83	O=C(O)c1ccc(NC(=S)NCc2ccccc2)cc1
i	-0.13	COCc1c(C(=O)OC)nnn1-c1ccccc1
i	1.7	O=C(CSc1cccc[n+]1[O-])Nc1cccc(S(=O)(=O)NC2=NCCCCC2)c1
i	-0.5	CCOc1cccc(CN2CCCC(N3CCN(c4cccc(Cl)c4)CC3)C2)c1O (stereo unspecified)
i	1.3	COCCNC(=O)NC1(C(F)(F)F)Oc2ccc(Cl)cc2O1 (stereo unspecified)
i	1.1	Cc1c(C(=O)OCc2ccc(F)cc2)sc2nc3n(c(=O)c12)CCC3
i	-0.19	O=C(CSc1nc2ccccc2o1)Nc1ccc(N2CCOCC2)c(Cl)c1
i	-0.94	CCCc1cc(C(=O)N2CCCC(C(=O)c3cc(C)c(OC)c(C)c3)C2)n(C)n1 (stereo unspecified)
i	-0.81	COC(=O)C1=C(NC(=O)c2ccccc2[N+](=O)[O-])CCS1
i	-0.88	NC(=O)c1nn(-c2ccccc2)nc1NC(=O)CN1CCCC1
i	0.88	NC(=S)N/N=C1\CCOc2ccc(F)cc21
i	-0.94	O=C(CCN1CCOCC1)N/N=C/c1cc([N+](=O)[O-])ccc1OC(F)F

# Single entries from the results shown:
# For Kir21 block, CCCc1cc(C(=O)N2CCCC(C(=O)c3cc(C)c(OC)c(C)c3)C2)n(C)n1 (stereo unspecified) reads -0.94
# For Kir21 block, Cc1c(C(=O)OCc2ccc(F)cc2)sc2nc3n(c(=O)c12)CCC3 reads 1.1
# For Kir21 block, COCCNC(=O)NC1(C(F)(F)F)Oc2ccc(Cl)cc2O1 (stereo unspecified) reads 1.3

# The list goes on:
CHT inh	Kir21 block	smiles
i	-0.33	COc1ccc(OC(=O)c2ccc(OC)c(S(=O)(=O)N3CCOCC3)c2)cc1
i	-0.68	CCOC(=O)C1=NN(N=O)C2(CC(=O)N(c3cc(C)cc(C)c3)C2=O)C1 (stereo unspecified)
i	1.4	Cc1ccc(S(=O)(=O)N2CCN(C(=O)CCn3cncn3)CC2)cc1C
i	-1.4	Cc1c(-c2ccccc2)c(P(=O)(N2CCOCC2)N2CCOCC2)c2ccccn12
i	0.83	O=C(c1cccc(F)c1)N1CCCc2ccccc21
i	1.7	COc1ccc(C(=O)c2ccc(N(C)C)cc2)c(OC)c1
i	1	COc1ccc(-c2nc(-n3c(C)c(C(C)=O)c(C(C)=O)c3C)sc2C)cc1
i	1.4	N#Cc1ccc(CSc2nnc(-c3cccc(S(=O)(=O)N4CCCCC4)c3)o2)cc1
i	-0.82	Cc1nn(CC(=O)NCC(C)c2ccccc2)c(=O)c2cccn12 (stereo unspecified)
i	-1.3	CC(O)[C@H]1CNC(=O)C(=O)N1CCc1cccc2ccccc12 (stereo partly specified)
i	-1.2	O=C(Nc1ccc2nc3n(c(=O)c2c1)CCCCC3)C(=O)N1CCN(c2ccccc2)CC1
i	0.16	O=C(CNC(=O)/C=C/c1ccco1)N=Nc1c(O)[nH]c2ccccc12
i	-0.58	CN(C)c1ccc(CNC(=O)CN(C)S(=O)(=O)c2cccc3cccnc23)cc1
i	0.05	CCOc1ccc(N2C(=O)CC(NCC3CCCO3)C2=O)cc1 (stereo unspecified)
i	1.3	COC(=O)C1=C(C)N(CCc2cc(OC)c(OC)c(OC)c2)C(=O)N[C@H]1c1cccs1
i	-0.54	O=C(NNS(=O)(=O)c1ccc(F)cc1)c1ccc([N+](=O)[O-])cc1
i	0.1	CC(C)c1ccc(C(=O)N2CCCN(C(=O)c3ccc(C(C)C)cc3)CC2)cc1
i	-1.4	COC(=O)Cn1cnc2c(nnn2-c2ccc(F)cc2)c1=O
i	-1.9	CSc1nnc(Cn2c(=O)sc3ccccc32)n1-c1cccc(Cl)c1
i	-1.2	Cc1nc(COC(=O)c2c(C)nn(-c3ccccc3)c2C)cs1

# From PubChem
